Screening results as filed in PubChem BioAssay.
bIAP act – bovine intestinal alkaline phosphatase activators, primary screen, biochemical, bovine IAP, CDP-star luminescence | purified bovine IAP, 30 min; active compounds read high; fold of DMSO-control signal, blank-subtracted | activation factor at 20 µM | alkaline phosphatase, intestinal [Bos taurus] | 200,000 tested, 0.17% active;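 active = activation factor of 2 or more at 20 µM, a signal rise over negative controls twice the positive control's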
Lmaj promast – Leishmania major promastigote growth inhibition, primary screen; Leishmania major promastigotes, resazurin fluorescence viability; inhibition, % at 10 µM; 200,000 tested, 9% active; in the data active = inhibition above about 50%;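 also: promastigotes grown with compound for 44 hours at 28 °C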
APP transl inh – inhibitors of APP translation via 5'UTR reporter, primary screen, APP 5'UTR luciferase, SH-SY5Y cells. 190,000 tested, 0.82% active. inhibition, % at 2 µM. SH-SY5Y APP 5'UTR-luciferase reporter, luminescence. AID 1285, 2008;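 active = inhibition above a set limit, derived from the sample mean plus 3 SD, cut at about 45% in these data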; also: values of inactives mirror those of a sister screen read the other way
bIAP inh – bovine intestinal alkaline phosphatase inhibitors, primary screen, selectivity assay for TNAP inhibitor project, biochemical, bovine IAP, CDP-star luminescence | purified bovine IAP, 30 min | inhibition, % at 20 µM | 190,000 tested, under 10 active | AID 1019, 2008;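 active = over 50% inhibition of intestinal alkaline phosphatase at 20 µM in the single-dose screen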
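Assay system – bovine IAP enzyme · Quantity – bovine IAP at 1/65,000,000 final dilution · Detection – CDP-star luminescence signal · Times – 30 min reaction at room temperature · Also added – CDP-star substrate at 30 µM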
TNAP inh noacc – human TNAP enzyme inhibitors, primary screen, biochemical, luminescent, no phosphate acceptor, uHTS; Alkaline phosphatase, tissue-nonspecific isozyme (Homo sapiens), P05186; purified TNAP, CDP-star luminescence, 30 min; inhibition, % at 20 µM; 200,000 tested, 0.26% active;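 active = tissue-nonspecific alkaline phosphatase inhibition above about 50% at 20 µM in the single-dose screen, limit read from the data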;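 also: 0% = DMSO negative control and 100% = EDTA positive control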
Target sequence (P05186 whole entry, looked up): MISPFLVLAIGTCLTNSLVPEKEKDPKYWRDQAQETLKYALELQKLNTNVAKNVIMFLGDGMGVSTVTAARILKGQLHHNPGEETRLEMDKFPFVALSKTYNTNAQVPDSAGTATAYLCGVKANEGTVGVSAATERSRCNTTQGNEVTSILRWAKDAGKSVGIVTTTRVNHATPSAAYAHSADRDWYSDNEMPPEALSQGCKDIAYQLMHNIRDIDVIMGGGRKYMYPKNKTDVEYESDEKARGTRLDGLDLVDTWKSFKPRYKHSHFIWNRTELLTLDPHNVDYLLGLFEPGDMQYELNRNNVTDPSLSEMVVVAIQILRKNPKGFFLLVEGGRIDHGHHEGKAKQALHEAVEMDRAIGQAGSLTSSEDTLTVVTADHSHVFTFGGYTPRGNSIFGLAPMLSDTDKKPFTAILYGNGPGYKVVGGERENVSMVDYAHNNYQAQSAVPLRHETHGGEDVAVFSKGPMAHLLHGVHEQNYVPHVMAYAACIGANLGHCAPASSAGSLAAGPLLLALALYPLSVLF
FLuc inh counter – firefly luciferase enzyme inhibitors, primary screen, artefact control for luciferase-based inhibitor screens, biochemical, luminescence, ATPLite | 10 min | 200,000 tested, 1.5% active | AID 1006, 2008 | inhibition, % at 10 µM | Luciferin 4-monooxygenase (Photinus pyralis), P08659;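 active = inhibition above about 50% when tested at 10 µM, limit read from the data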
Target sequence (P08659 whole entry, looked up): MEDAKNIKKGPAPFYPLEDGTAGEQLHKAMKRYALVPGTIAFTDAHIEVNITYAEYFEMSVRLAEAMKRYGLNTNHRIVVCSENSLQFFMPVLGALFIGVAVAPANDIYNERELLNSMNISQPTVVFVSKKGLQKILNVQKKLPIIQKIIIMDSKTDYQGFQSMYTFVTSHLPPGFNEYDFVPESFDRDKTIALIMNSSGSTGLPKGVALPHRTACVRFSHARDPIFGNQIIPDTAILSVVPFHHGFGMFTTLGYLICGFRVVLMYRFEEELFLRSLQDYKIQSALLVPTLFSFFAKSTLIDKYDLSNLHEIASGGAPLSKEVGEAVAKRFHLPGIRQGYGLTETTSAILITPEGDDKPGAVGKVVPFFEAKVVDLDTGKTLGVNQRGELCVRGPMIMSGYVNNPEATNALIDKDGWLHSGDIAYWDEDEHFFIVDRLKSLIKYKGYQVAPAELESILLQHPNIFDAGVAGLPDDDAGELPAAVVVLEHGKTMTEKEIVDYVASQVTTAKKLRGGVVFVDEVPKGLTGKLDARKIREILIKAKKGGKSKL
FLuc act counter – FLuc activators, initial screening, artefact control for FLuc-dependent activation tests, biochemical, ATPlite luminescence; ATPlite luciferase biochemical, 10 min; 0 = ATP-free wells, 1 = DMSO control; 200,000 tested, under 10 active; activation factor at 10 µM; Luciferin 4-monooxygenase (Photinus pyralis), P08659;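 active = luciferase activation factor, scaled between plate controls, of at least 2 with compound at 10 µM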
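System: Luciferase/luciferin detection reagent, cell-free biochemical luciferase assay | Medium: PBS buffer for ATP | Dosing: Test compounds dosed from 2 mM stocks in 100% DMSO | Timing: 10 min at ambient temperature | Signal: Luminescence measurement of luciferase light output | Evaluation: Luciferase activation, seen as luminescence increase over controls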
TNAP act hiacc – TNAP activators at high phosphate acceptor level, primary screen, biochemical, luminescence, uHTS; Alkaline phosphatase, tissue-nonspecific isozyme (Homo sapiens), P05186; purified TNAP, CDP-star luminescence, 1 M DEA, 30 min; active compounds read high; 0 = EDTA background, 1 = DMSO-only activity; activation factor at 20 µM; 200,000 tested, under 10 active; AID 1136, 2008;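 active = activation factor at least 2 at 20 µM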
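system = human TNAP | amount = enzyme diluted 1/800 final | reagent = 100 µM CDP-star substrate | signal = luminescent substrate turnover signal | dosing = one dose, 20 µM | benchmarks = EDTA negative control, DMSO positive control | measure = activation factor | timing = 30 min reaction, room temperature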
TNAP inh hi DEA – human TNAP enzyme inhibitors, primary screen, biochemical, luminescent, high phosphate acceptor level, uHTS. Alkaline phosphatase, tissue-nonspecific isozyme (Homo sapiens), P05186. purified TNAP, CDP-star luminescence, 1 M DEA. 200,000 tested, 0.03% active. inhibition, % at 20 µM;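 active = over 50% inhibition of tissue-nonspecific alkaline phosphatase at 20 µM in the single-dose screen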;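 also: plate controls were DMSO wells for no effect and EDTA-quenched wells as full inhibition for full effect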
RAM inhibit – inhibitors of the yeast RAM network, primary screen, dse1pr::URA3 reporter, 5-FOA selection; 190,000 tested, 1.8% active; inhibition, % at 50 µM; S. cerevisiae dse1pr::URA3 reporter, 5-FOA growth OD615, 2 d; analog-sensitive cbk1-as2 kinase mutant strain; AID 868, 2007;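 active = inhibition above a set limit, 3 SD over mean compound inhibition, cut at about 8.4% in these data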;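 also: 0% = DMSO-only wells with no growth and 100% = 10 µM 1-NA-PP1 full growth; inhibition rescues growth on 5-FOA so higher OD means more RAM inhibition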
* hit, by the source's call; nt = no result given; & = joins results of further samples.

1	Cc1ccc(-c2nc3ccccc3c(=O)n2-c2nccs2)cc1
2	CCCNS(=O)(=O)c1ccc(OCC(=O)N2CCN(Cc3ccccc3)CC2)cc1
3	COc1cccc(N2C(=O)NC(=O)C3(Cc4cc(C)ccc4N(C)C3)C2=O)c1 (stereo unspecified)
4	Cn1c(O)c(C(=O)c2ccccc2F)c(=O)n(C)c1=O
5	CCOP(=O)(OCC)C(NS(=O)(=O)c1ccccc1)C(Cl)(Cl)Cl (stereo unspecified)
6	O=C(N/N=C/c1c(O)n(Cc2ccccc2)c(=O)[nH]c1=O)c1ccccc1
Assay by compound | 1 | 2 | 3 | 4 | 5 | 6
bIAP act | 0.9 | 1 | 1.1 | 0.9 | 1 | 1.6
Lmaj promast | -4 | -3 | -2 | -6 | -6 | -15
APP transl inh | 3 | -10 | 4 | -2 | -5 | -59
bIAP inh | 5 | -1 | -5 | 8 | -3 | -63
TNAP inh noacc | -2 | -4 | -2 | -6 | -8 | 94*
FLuc inh counter | 7 | -1 | -8 | -6 | -8 | -4
FLuc act counter | 0.9 | 1 | 1.1 | 1.1 | 1.1 | 1
TNAP act hiacc | 1 | 1 | 1.1 | 1 | 1 | 0.9
TNAP inh hi DEA | 0 | 1 | -7 | -3 | -3 | 8
RAM inhibit | 3.7 | 0.1 | -0.1 | -0.5 | -0.4 | 2.5

7	CCC1(CCCC(=O)c2ccc(F)cc2)C(=O)NC(=S)NC1=O
8	Cc1cc(Cl)ccc1OC(C)C(=O)O (stereo unspecified)
9	OCC#CC[N+]1(CC#Cc2ccccc2)CCCC1
10	O=Cc1cn(Cc2ccc([N+](=O)[O-])cc2)c2ccccc12
11	COc1ccc(CCn2c(O)c(C=NCCCO)c(=O)[nH]c2=O)cc1OC
12	Cc1cc(C=C2C(=O)NC(=S)NC2=O)c(C)n1-c1ccc2c(c1)OCO2
Assay by compound | 7 | 8 | 9 | 10 | 11 | 12
bIAP act | 1 | 1 | 0.9 | 1.1 | 1 | 1.2
Lmaj promast | 47 | -3 | -2 | 7 | 4 | 86*
APP transl inh | -2 | -12 | -3 | 15 | 8 | 9
bIAP inh | -3 | 2 | 8 | -13 | 3 | -16
TNAP inh noacc | 2 | -19 | -4 | -3 | -12 | 24
FLuc inh counter | -5 | -3 | -5 | -3 | -5 | 39
FLuc act counter | 1.1 | 1 | 1 | 1 | 1.1 | 0.6
TNAP act hiacc | 1 | 1 | 1 | 1.1 | 1 | 0.9
TNAP inh hi DEA | -4 | -3 | 1 | -8 | -4 | 13
RAM inhibit | 0.8 | 1.9 | 2.6 | 3.3 | 0.7 | 8.0

13	CC12CN3CC(C)(CN(C1)C3c1cccs1)C2O (stereo unspecified)
14	CCCCCCn1c(N)c(C(=O)NCCN2CCOCC2)c2nc3ccccc3nc21
15	N#Cc1ccc(Cn2cc(C(=O)c3ccco3)c3ccccc32)cc1
16	O=C(c1ccc2c(c1)ncn2C1CCCCCC1)N1CCC2(CC1)OCCO2
17	Cc1cccc(N2CCc3c2nc2ccccc2c3N)c1
18	O=C1NC(=O)C(CCc2ccncc2)(c2ccccc2)C(=O)N1
Assay by compound | 13 | 14 | 15 | 16 | 17 | 18
bIAP act | 1 | 1.1 | 0.6 | 1 | 0.9&0.9 | 0.9
Lmaj promast | -7 | 0 | 93* | -5 | 94* | -5
APP transl inh | 27 | 11 | 3 | nt | -13&3 | -21
bIAP inh | 0 | -11 | 40 | -4 | 10&12 | 7
TNAP inh noacc | -6 | -15 | -4 | -2 | -12&-3 | -8
FLuc inh counter | -8 | -12 | -4 | -5 | 4&5 | -12
FLuc act counter | 1.1 | 1.1 | 1 | 1.1 | 1&0.9 | 1.1
TNAP act hiacc | 1.1 | 1.1 | 1 | 1 | 1&0.9 | 1.1
TNAP inh hi DEA | -10 | -8 | -2 | -3 | 4&5 | -8
RAM inhibit | 1.5 | -0.4 | 5.1 | 0.8 | 1.9&0.6 | 1.3

19	CCCCn1c(O)c(C=NC2CCCCC2N)c(=O)[nH]c1=O (stereo unspecified)
20	CN1CCN(c2cc(N3CCCCCC3)c(F)cc2[N+](=O)[O-])CC1
21	O=C1C2CCN(CC2)C1Cc1ccc(OCCOc2ccccc2)cc1 (stereo unspecified)
22	OCCNc1c2c(nc3ccccc13)CCCC2
23	O=c1[nH]c(O)c(N=Nc2cccc(S(=O)(=O)N3CCOCC3)c2)c(=O)[nH]1
24	COCCN1Cc2cc(=O)n3c([nH]c4ccccc43)c2C1=N
Assay by compound | 19 | 20 | 21 | 22 | 23 | 24
bIAP act | 1 | 1 | 1.1 | 0.9 | 0.9 | 1.3
Lmaj promast | -8 | 99* | 100* | 1 | 3 | 8
APP transl inh | -7 | -10 | -3 | 10 | 2 | -18
bIAP inh | 0 | 3 | -5 | 15 | 5 | -31
TNAP inh noacc | -9 | 15 | -12 | -10 | -6 | -6
FLuc inh counter | -1 | -7 | 1 | -4 | -3 | 25
FLuc act counter | 1 | 1.1 | 1 | 1 | 1 | 0.8
TNAP act hiacc | 1 | 0.8 | 1 | 1 | 1 | 1
TNAP inh hi DEA | -2 | 16 | -1 | -4 | 2 | 4
RAM inhibit | 1.1 | 1.6 | 2.8 | 0.8 | 6.8 | -0.9

Single records, as listed above. Order of values: bIAP act	Lmaj promast	APP transl inh	bIAP inh	TNAP inh noacc	FLuc inh counter	FLuc act counter	TNAP act hiacc	TNAP inh hi DEA	RAM inhibit
Results for O=C1C2CCN(CC2)C1Cc1ccc(OCCOc2ccccc2)cc1 (stereo unspecified) = 1.1	100*	-3	-5	-12	1	1	1	-1	2.8
Results for COCCN1Cc2cc(=O)n3c([nH]c4ccccc43)c2C1=N = 1.3	8	-18	-31	-6	25	0.8	1	4	-0.9
Results for OCCNc1c2c(nc3ccccc13)CCCC2 = 0.9	1	10	15	-10	-4	1	1	-4	0.8
Results for CN1CCN(c2cc(N3CCCCCC3)c(F)cc2[N+](=O)[O-])CC1 = 1	99*	-10	3	15	-7	1.1	0.8	16	1.6

(more compounds)
25	C[C@H]1CC[C@@H]2[C@@H](C)[C@H]3[C@H](C[C@H]4[C@@H]5CC=C6C[C@@H](O[C@@H]7O[C@H](CO)[C@H](O)[C@H](O[C@@H]8O[C@H](CO)[C@@H](O)[C@H](O)[C@H]8O)[C@H]7O[C@@H]7O[C@@H](C)[C@H](O)[C@@H](O)[C@H]7O)CC[C@]6(C)[C@H]5CC[C@]34C)N2C1
26	CCCCC(C)C(OC(=O)CC(CC(=O)O)C(=O)O)C(CC(C)CC(O)CCCCC(O)CC(O)C(C)N)OC(=O)CC(CC(=O)O)C(=O)O (stereo unspecified)
27	COc1ccc(C(O)c2cc(OC)ccc2OP(=O)(N(C)C)N(C)C)cc1 (stereo unspecified)
28	CN(C)CCc1nn[nH]n1
29	O=C(O)CP(=O)(O)c1ccc(Cl)cc1
30	COc1ccc(CCNCc2ccccc2F)cc1OC
Assay by compound | 25 | 26 | 27 | 28 | 29 | 30
bIAP act | 1 | 0.8 | 1 | 1.1 | 1 | 0.9
Lmaj promast | 47 | -6 | 43 | -7 | 3 | -3
APP transl inh | -11 | 1 | 9 | -3 | -4 | 37
bIAP inh | 3 | 16 | 0 | -15 | 2 | 8
TNAP inh noacc | 8 | -7 | -13 | -6 | 1 | -3
FLuc inh counter | -2 | 0 | -6 | 0 | -7 | 0
FLuc act counter | 1 | 1 | 1.1 | 1 | 1.1 | 1
TNAP act hiacc | 1 | 1 | 1 | 1 | 1 | 1
TNAP inh hi DEA | 0 | 1 | -1 | 0 | -4 | -2
RAM inhibit | 1.3 | -1.6 | 1.5 | 2.6 | 0.1 | 1.8

31	CN1C[C@H](CNC(=O)OCc2ccccc2)C[C@@H]2c3cccc4c3c(cn4C)C[C@H]21
32	O=C(C[N+]12CCC(CC1)C(CO)C2)c1ccc([N+](=O)[O-])cc1 (stereo unspecified)
33	CN1CCN(Cc2nc3ccccc3n2C)CC1
34	OC1/C(=C/c2ccccc2F)N2CCC1CC2 (stereo unspecified)
35	CNCCc1nc(N)n[nH]1
36	CCCOP(=O)(OCCC)C(NC(=O)c1cc(OC)c(OC)c(OC)c1)c1ccccc1 (stereo unspecified)
Assay by compound | 31 | 32 | 33 | 34 | 35 | 36
bIAP act | 0.9 | 0.9 | 0.9 | 1 | 1 | 1.1
Lmaj promast | 69* | 1 | -8 | 7 | -2 | -3
APP transl inh | -16 | -24 | -7 | 7 | -26 | 1
bIAP inh | 12 | 9 | 6 | 1 | 0 | -10
TNAP inh noacc | -14 | -11 | -11 | -7 | -3 | -3
FLuc inh counter | -6 | -2 | -8 | -7 | -6 | 1
FLuc act counter | 1.1 | 1 | 1.1 | 1.1 | 1.1 | 1
TNAP act hiacc | 1.1 | 1.1 | 1.1 | 1.1 | 1 | 1
TNAP inh hi DEA | -7 | -5 | -8 | -10 | -3 | 0
RAM inhibit | 1.0 | 0.0 | 1.1 | 0.6 | 1.2 | -0.1

37	COc1cc(/C=C/[N+](=O)[O-])ccc1O
38	CCN(CC)c1nc2c(C)cccn2c(=O)c1C=C1C(=O)NC(=O)NC1=O
39	COc1ccc(N/N=C/c2c(O)n(-c3cccc(C)c3)c(=O)[nH]c2=O)cc1
40	N=Cc1c(O)n(-c2ccc(C34CC5CC(CC(C5)C3)C4)cc2)c(=O)[nH]c1=O
41	C=C1C2C[C@H](O)C(C)(C)[C@@]2(O)[C@H](O)C[C@]23C[C@@](C)(O)[C@H](CC[C@H]12)[C@H]3OC(C)=O (stereo partly specified)
42	CCOc1ccc(N=Cc2c(O)n(C(C)(C)C)c(=O)[nH]c2=O)cc1
43	NCCc1nc2ccccc2s1
Assay by compound | 37 | 38 | 39 | 40 | 41 | 42 | 43
bIAP act | 0.9 | 1 | 0.9 | 0.6 | 0.9 | 1 | 0.9
Lmaj promast | 97* | 1 | 94* | -5 | 15 | -2 | -6
APP transl inh | 14 | -2 | -18 | 5 | -2 | -5 | -4
bIAP inh | 11 | 2 | 5 | 42 | 8 | -4 | 13
TNAP inh noacc | 53* | -1 | 10 | -21 | -7 | -2 | -1
FLuc inh counter | -3 | -4 | -4 | -2 | -4 | -1 | -5
FLuc act counter | 1 | 1 | 1 | 1 | 1 | 1 | 1.1
TNAP act hiacc | 0.6 | 1 | 1 | 1 | 1.1 | 1 | 1.1
TNAP inh hi DEA | 38 | 4 | -4 | -3 | -8 | -4 | -6
RAM inhibit | -0.8 | -1.3 | 8.0 | -0.9 | 0.7 | 2.6 | -0.5

This is a subset; rates above refer to the full screens.
